Screening data as filed in PubChem.
TGFb inhibitor: TGF-b pathway inhibition; HepG2 CAGA-GFP TGF-b/SMAD3 reporter, GFP fluorescence, 18 h; TGF-beta stimulated, 500 pg/mL final; Potency, µM (highest dose often 46.1 µM), for the others: at the top dose activity, negative = inhibition, usual class: inhibitors; 410,000 compounds, 1.2% hits; AID 588855; further: on the % scale 0 is the no-effect control and ±100 the full control effect; nearly all actives have a fitted effect of over 65% in size
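Per well, imaged GFP fluorescence of HEPG2 CAGA-GFP cells gives the signal; cells get compound, then TGF-beta (500 pg/mL final), 18 h at 37 degrees C; %Activity versus -TGF-beta and +DMSO controls.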
MCF10A rereplic: DNA re-replication induction in MCF 10a cells. AID 624296. MCF 10A DNA re-replication, Hoechst nuclear intensity, 48 h. 350,000 compounds, 2.9% hits. Potency, µM (top dose mostly 46.1 µM), without a hit: at the highest dose activity, positive = re-replication, most hits filed as activators; further: % of control where 0% means no effect; nearly all actives have a fitted effect of over 50% in size
ATXN2 expr inh: ATXN2 expression inhibition; Potency, µM (highest dose often 57 µM), for inactives: at the highest dose activity change, negative = inhibition, usual class: inhibitors; HEK-293 ATXN2-luciferase reporter, luminescence, 24 h; 360,000 compounds, 0.72% hits; further: on the % scale 0 is the no-effect control and ±100 the full control effect; nearly all actives have a fitted effect of over 55% in size
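qHTS (up to 57 uM final) was run with 24 h compound exposure of reporter cells at 37 °C. Each well was multiplexed: SteadyGlo luminescence measured ATXN2-luciferase expression after a fluorogenic Gly-Phe-AFC viability readout (25 uM final).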
EPAC2 antagonist: antagonists of human EPAC2 | Q8WZA2 | EPAC2 GEF exchange of Rap1B-BODIPY-GDP, fluorescence | Potency, µM (highest dose often 114 µM), without a hit: at the highest dose activity, negative = inhibition, hits mostly inhibitors | 360,000 compounds, 0.18% hits; further: on the % scale 0 is the no-effect control and ±100 the full control effect; nearly all actives have a fitted effect of over 45% in size; many of its hits are not listed in these tables
Target sequence (Q8WZA2 whole entry, looked up): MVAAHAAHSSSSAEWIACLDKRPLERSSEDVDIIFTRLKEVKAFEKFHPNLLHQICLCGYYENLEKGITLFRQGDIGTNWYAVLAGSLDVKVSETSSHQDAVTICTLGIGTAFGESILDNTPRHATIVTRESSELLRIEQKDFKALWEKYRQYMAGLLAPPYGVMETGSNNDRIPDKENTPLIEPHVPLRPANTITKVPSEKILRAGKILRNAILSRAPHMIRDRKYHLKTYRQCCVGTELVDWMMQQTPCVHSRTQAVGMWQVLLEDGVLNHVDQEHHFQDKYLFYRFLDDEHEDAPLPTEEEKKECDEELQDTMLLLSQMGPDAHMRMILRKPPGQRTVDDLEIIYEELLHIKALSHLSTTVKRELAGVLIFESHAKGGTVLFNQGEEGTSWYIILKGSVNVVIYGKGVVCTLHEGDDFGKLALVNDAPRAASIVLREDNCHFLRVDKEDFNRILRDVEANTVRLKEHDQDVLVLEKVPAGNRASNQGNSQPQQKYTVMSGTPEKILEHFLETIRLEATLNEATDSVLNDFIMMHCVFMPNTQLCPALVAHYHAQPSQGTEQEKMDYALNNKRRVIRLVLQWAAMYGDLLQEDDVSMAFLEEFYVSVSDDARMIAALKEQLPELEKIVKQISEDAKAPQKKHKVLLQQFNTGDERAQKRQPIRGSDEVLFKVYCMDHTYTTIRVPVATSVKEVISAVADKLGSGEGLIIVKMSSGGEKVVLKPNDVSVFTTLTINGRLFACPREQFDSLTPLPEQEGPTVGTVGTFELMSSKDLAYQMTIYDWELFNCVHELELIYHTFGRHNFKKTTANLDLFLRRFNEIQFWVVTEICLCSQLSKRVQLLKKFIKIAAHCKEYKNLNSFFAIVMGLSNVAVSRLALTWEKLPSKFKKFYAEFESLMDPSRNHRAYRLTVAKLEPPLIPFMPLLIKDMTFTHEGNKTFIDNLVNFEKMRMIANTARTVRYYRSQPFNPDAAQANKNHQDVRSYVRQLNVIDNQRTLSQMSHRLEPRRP
Nrf2 inh: inhibitors of Nrf2 signaling | A549 ARE-Fluc reporter, luciferase luminescence, 18-24 h | Potency, µM (top dose mostly 46 µM), without a hit: at the highest dose activity change, negative = inhibition, hits mostly inhibitors | 360,000 compounds, 2.1% hits; further: on the % scale 0 is the no-effect control and ±100 the full control effect; nearly all actives have a fitted effect of over 60% in size
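A549 ARE_Fluc cells, 5000/well, 5% FBS OPTI-MEM; compounds in dose-response, 18-24 h at 37 °C/5% CO2; CellTiter-Fluor viability read (Ex 405/Em 525), then BugLite luciferase luminescence = Nrf2 activity.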
HepG2 viability: HepG2 cytotoxicity, counter-screen for TGF-b inhibitors; HepG2 CAGA-GFP viability, ATP luminescence, 18 h; Potency, µM (doses to about 46.1 µM), for the others: at the top dose activity change, negative = cytotoxicity, hits mostly cytotoxic; 410,000 compounds, 0.76% hits; AID 588856; further: some results filed as inactive show a strong effect at the top dose
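CellTiter-Glo luminescence gave cytotoxicity after 18 hours at 37 degrees C. The cells were HepG2 CAGA-GFP in 1% FBS DMEM, stimulated with 500 pg/mL TGF-beta after compound addition. %Activity was normalised to no-cell wells (complete cell-killing) and DMSO (no toxicity), and curves were fitted and classified.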
Nrf2 ARE act: Nrf2 pathway activation. 410,000 compounds, 0.31% hits. AREc32 ARE-luciferase reporter (MCF7-derived line), luminescence, 24 h. Potency, µM (series often up to 46.1 µM), for the others: top-dose activation, hits mostly activators. AID 624171; further: % of control where 0% means no effect; nearly all actives have a fitted effect of over 65% in size
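ARE-driven firefly luciferase activity in AREc32 cells measured after a 24 hr compound exposure at 37 deg C, using Steady-Glo reagent and a 30 min room-temperature hold.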
S2 tox: cell viability loss in ATXN counter-screen. S2 cells (HEK-293 line with an ATXN2-luciferase reporter) viability, CellTiter-Fluor protease fluorescence, 24 h. Potency, µM (top dose mostly 56.7 µM), hits mostly cytotoxic. 400,000 compounds, 0.49% hits; further: nearly all actives have a fitted effect of over 40% in size
A549 tox: kills or reduces viability of A549 cells in Nrf2 counter-screen. Potency, µM (titrated, usually from 46 µM), for inactives: at the top dose activity change, negative = cytotoxicity, hits mostly inhibitors. 390,000 compounds, 0.16% hits. A549 ARE-Fluc cells, CellTiter-Fluor viability, 18-24 h; further: on the % scale 0 is the no-effect control and ±100 the full control effect
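A549 ARE-Fluc cells in 5% FBS OPTI-MEM, 5000 cells/well, rested 2 h then exposed to compounds in concentration-response for 18-24 h at 37 °C. Viability by CellTiter-Fluor fluorescence (Ex 405/Em 525) after 30 min; luciferase luminescence (BugLite, 15 min, RT) read afterwards.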
Numbers without * were called inactive; i = inactive; ? = inconclusive; . = no result given; [ ] = remark or other dose. The call rests on the fitted dose curve; in most records, active means well fitted curve in the direction sought with a large enough effect; inconclusive means small, poorly fitted or top-dose-only effect, or another doubt; inactive means no such curve, though single readings can be large; an effect the other way counts as inactive or inconclusive. Potency means the concentration at half of the fitted maximal effect. Some of the compounds tested. The share of hits here may be higher or lower than overall.

Compound | TGFb inhibitor | MCF10A rereplic | ATXN2 expr inh | EPAC2 antagonist | Nrf2 inh | HepG2 viability | Nrf2 ARE act | S2 tox | A549 tox
CN1CCN(NC(=O)c2cccc(F)c2)CC1 | -5% | -2% | -3% | 1% | . | -2% | 0.2% | i | 17%
CC(=O)Nc1ccc(-c2ccnc3c2CC(C(=O)NC(C)C)O3)cc1 (configuration not stated) | 15% | . | 10% | -3% | . | -3% | 0.0% | i | .
COCCOc1ccc(C(F)(F)F)cc1N | 17% | 0% | . | 0% | -12% | 0% | -0.3% | i | -6%
Cc1ccccc1C(=O)Nc1ccc(S(=O)(=O)N2CCC(c3nc4ccccc4s3)CC2)cc1 | -2% | . | . | . | 3% | -17% | -0.2% | . | -1%
CC(C)c1nnc(NC(=O)CCC(=O)NCc2ccco2)s1 | 9% | 0% | 3% | -3% | 1% | -20% | 0.0% | i | -5%
C=CCn1c(Cc2csc(N)n2)nnc1SCC(=O)Nc1ccccc1C(F)(F)F | -29% | -2% | -9% | -2% | 11% | 26% | 0.0% | i | -7%
CCOC(=O)C1(C)CCN1C(=O)c1ccc(OC)c(C(F)(F)F)c1 (configuration not stated) | -10% | . | 8% | -4% | . | 6% | -1.2% | i | .
CC1C=CCC2C(=O)N(c3ccc(Cl)cc3O)C(=O)C12 (configuration not stated) | -12% | 1% | 4% | 11% | 5% | -2% | -0.6% | i | 1%
O=C(Nc1ccccc1)N(CCCN1CCOCC1)Cc1cccs1 | 4% | 0% | 2% | 22% | 13% | -1% | 2.1% | i | 1%
COc1cc2[nH]c(=O)n(Cc3ccc(C(=O)NCC4CCCO4)cc3)c(=O)c2cc1OC (configuration not stated) | 4% | ? | 0% | 0% | -13% | -2% | 0.1% | i | 0%
Cc1ccccc1NC(=S)NCc1ccco1 | 5% | 15% | -2% | 15% | 4% | 7% | -0.5% | i | 4%
Cc1ccccc1NC(=O)Cn1c(=O)n(Cc2ccc3c(c2)OCO3)c(=O)c2oc3ccccc3c21 | 23% | . | . | . | 1% | 3% | -1.1% | . | 1%
Cn1c(=O)c2c(nc(CN3CCc4ccccc4C3)n2Cc2ccccc2F)n(C)c1=O | 8% | ? | -9% | -5% | -24% | -19% | 0.8% | i | -6%
CCCOc1ccc(Cn2c(=O)oc3ccc(C)cc32)cc1OC | ? | -4% | -12% | 5% | ? | 2% | -0.9% | i | 0%
OCCC1CN(Cc2cnc(-c3cccc4ccccc34)nc2)CCN1C1CCCCC1 (configuration not stated) | -7% | 9% | . | 3% | 3% | -38% | 0.0% | i | 3%
Cc1ccccc1-n1nnnc1SCc1ncc(-c2ccccc2)o1 | ? | 2% | -4% | -11% | -8% | -9% | -0.5% | i | -10%
Cc1nc(NC(=O)CN2CCCCC2)sc1C(=O)N(C)C | -6% | -11% | 0% | -3% | 3% | -4% | 0.4%[9.22 µM] | i | 2%
COc1ccc(CCNC(=O)CSCC(=O)Nc2ccccc2)cc1OC | 0% | 0% | -4% | 4% | 4% | 6% | -0.3% | i | 1%
CC(C)=NNc1nc2c(c(=O)[nH]c(=O)n2C)n1CCCc1ccccc1 | 12% | 7% | -7% | -2% | ? | -2% | 1.9% | i | -13%
CN1C(=O)c2cccc3c(Cl)ccc(c23)C1=O | 0% | 6% | -15% | 1% | -11% | -23% | 0.4% | i | 0%
O=C(Nc1ccccc1Cl)c1ccc2c(=O)n3c(nc2c1)CCC3 | 11% | 6% | -22% | -12% | ? | 7% | -1.2% | ? | 2%
O=C(c1ccccc1)c1ccc(N2CCCC2)cc1 | 10% | 10% | 53%[activator] | 4% | ? | 1% | 2.5% | i | -10%
C/C(=N\NC(N)=O)c1ccccc1Cl | 1% | 0% | -5% | 4% | 3% | 1% | -0.4% | i | 4%
CN(C)c1cccc(CNC(=O)c2ccc3nc([C@@H]4O[C@H](CO)[C@H](O)[C@H](O)[C@H]4O)[nH]c3c2)c1 | -4% | . | 17% | 25% | . | 0% | 0.4% | i | .
Cc1ccccc1-c1nnc(SCC#N)o1 | 0% | -6% | . | 2% | 3% | -3% | -0.8% | i | -2%
COC(=O)c1ccccc1NC(=O)c1cc2nc(C3CC3)cc(C(F)(F)F)n2n1 | -16% | -20% | -11% | 0% | . | -2% | -0.2% | i | 11%
CC(C)NC(=O)Nc1cccc2c1O[C@H](CN(C)C(=O)Nc1ccc(C(F)(F)F)cc1)[C@@H](C)CN([C@H](C)CO)C2=O | -4% | -2% | 2% | -12% | -1% | -15% | -0.4% | i | -5%
CCCCCn1c(=O)[nH]c2cc(C(=O)N3CCN(CC)CC3)ccc2c1=O | -2% | 3% | 2% | 11% | -4% | 2% | 0.6% | i | ?
COc1ccc(C(=O)/C=C/Nc2cc(C)on2)cc1 | 10% | -6% | 85%[activator] | 10% | ? | 4% | -0.5% | i | -8%
Cc1cc(Oc2ccccc2)nc(N)n1 | 0% | 2% | 18% | 9% | 0% | -9% | 0.1% | i | 0%[1.84 µM]
Cc1noc(C)c1-c1nc(CSc2ccc(Cl)cc2)no1 | 5% | 0% | -10% | 0% | -8% | 10% | -0.6% | ? | -2%
CN1CCN(C(c2cccc(C(F)(F)F)c2)c2nnnn2C(C)(C)C)CC1 (configuration not stated) | -4% | -7% | -7% | -1% | 2% | -14% | 3.3% | ? | 3%
O=C(Nc1cccc2ncccc12)c1ccccc1Cl | 2% | 2% | . | -2% | -2% | -7% | 8.5% | . | 1%
N#Cc1cnn(-c2ccccc2)c1NC(=O)c1ccccc1F | 9% | 1% | -3% | 1% | 19% | 4% | -1.1% | i | 4%
COc1cccc(C(=O)COC(=O)c2ccc(NC(=O)c3ccccc3)cc2)c1 | 11% | 3% | 5% | 1% | ? | -8% | 0.2% | i | -11%
N#CC(c1nc2ccccc2nc1N1CCCC1)S(=O)(=O)c1ccccc1 (configuration not stated) | -14% | 26% | -2% | -3% | ? | -22% | 0.2% | ? | ?
Cc1ccc(-c2ccc(/C=N/NC(=S)Nc3ccccc3)o2)cc1[N+](=O)[O-] | 1% | 1% | -16% | -2% | -9% | -13% | 0.5% | ? | 0%
COc1cc(C(=O)NCCCn2ccnc2)cc(OC)c1OC | 0% | 4% | . | -5%[57.1 µM] | 14% | -4% | -0.2% | i | 17%
CCN(C(=O)CN1C(=O)COc2ccc(S(=O)(=O)N3CCCCCC3)cc21)c1cccc(C)c1 | ? | 6% | -19% | ? | ? | 0% | -0.5% | i | -5%
COc1cc(NC(=O)CN2C(=O)C(=O)N(C3CCCC3)C2=O)cc(OC)c1 | -2% | 10% | -17% | 4% | 12% | -3% | -0.4% | i | 9%
COC(=O)C(C)NC(=O)C12CC3CC(C1)CC(c1ccc(C)cc1)(C3)C2 (configuration not stated) | ? | 0% | 3% | -7% | 3% | 2% | -0.1% | i | 5%
Fc1ccc2[nH]c3c(N4CCc5ccccc5C4)ncnc3c2c1 | ? | ? | ? | 4% | 7.3µM* | -76% | 3.7% | ? | ?
CCCN1Cc2cccc(C(=O)Nc3cc(Cl)ccc3C)c2C1=O | 1% | . | 10% | . | 6% | -3% | 0.3% | i | -1%
CCN(CC(=O)NC1CCS(=O)(=O)C1)S(=O)(=O)c1cc(Br)ccc1Br (configuration not stated) | -41% | -1% | 4% | 5% | 11% | 5% | 0.2% | i | -3%
COc1cccc2cc(CC(=O)c3ccc(C)c(C)c3)c(=O)oc12 | 19% | -10% | . | 2% | 3% | -10% | 4.0% | i | 12%
O=C(c1ccccc1F)N1CCN(c2ncccn2)CC1 | 10% | -9% | 0% | 7% | 10% | 3% | -0.5% | i | -5%
CCOC(=O)c1cc(C#N)c(Oc2ccccc2)nc1-c1ccccc1 | -6% | 20% | -11% | -5% | -25% | -17% | 1.4% | ? | -10%
Cc1ccc(-n2cc(CN(C)Cc3nccn3C)c(-c3cccc(C)c3)n2)cc1 | 10% | ? | -25% | -25% | ? | -15% | 3.9% | i | 1%
C=CCN1C(=O)S/C(=C\c2ccc(N3CCOCC3)cc2C)C1=O | -1% | 7% | 21% | 24% | ? | -26% | 2.4% | i | 1%
CCN1CCN(CCNC(=O)c2ccc3c(c2)N(Cc2ccc(F)cc2)C(=O)/C(=C/c2ccccc2)S3)CC1 | ? | ? | ? | ? | 5% | -185% | -3.3% | ? | 1%
CC(=O)c1ccc(NC(=O)Cn2c(=O)c3cccn3c3ccccc32)cc1 | -19% | . | . | . | -14% | -17% | 0.9% | . | 5%
COC(=O)[C@]12CCCCC=C1N(Cc1ccco1)C(=O)[C@H](CC(=O)NCC1CCCCC1)C2 | . | . | 1% | 0% | . | . | 0.1% | i | .
Cn1c(Cn2c(=O)sc3ccccc32)nnc1SCC(=O)Nc1ccccc1F | 5% | -5% | 5% | 3% | 2% | 3% | -0.4% | i | -2%
Cc1ccccc1NC(=O)COc1ccccc1C | 5% | -1% | -23% | -9% | ? | 39% | 4.3% | i | 13%
CC1=NNC(=O)C1CC(=O)N/N=C/C(C)=C/c1ccccc1 (configuration not stated) | 0% | 2% | -2% | 2% | -8% | 4% | 2.7% | i | -2%
Cc1ccc(-c2cc3ncc4c(n3n2)-c2cc(Cl)ccc2OC4)cc1 | 10% | . | 1% | . | 10% | 3% | 2.6% | i | 1%
Cc1cccc(C)c1OCCN1C(=O)NC(C)(c2ccccc2)C1=O (configuration not stated) | -4% | 10% | -24% | -21% | 0% | -6% | 0.1% | i | 0%

Part of the list above in order of length of the SMILES, descending.
Compound | TGFb inhibitor | MCF10A rereplic | ATXN2 expr inh | EPAC2 antagonist | Nrf2 inh | HepG2 viability | Nrf2 ARE act | S2 tox | A549 tox
CC(=O)Nc1ccc(-c2ccnc3c2CC(C(=O)NC(C)C)O3)cc1 (configuration not stated) | 15% | . | 10% | -3% | . | -3% | 0.0% | i | .
CC1=NNC(=O)C1CC(=O)N/N=C/C(C)=C/c1ccccc1 (configuration not stated) | 0% | 2% | -2% | 2% | -8% | 4% | 2.7% | i | -2%
COc1ccc(CCNC(=O)CSCC(=O)Nc2ccccc2)cc1OC | 0% | 0% | -4% | 4% | 4% | 6% | -0.3% | i | 1%

3 compounds from above, limited to ATXN2 expr inh.
Structure | ATXN2 expr inh
COC(=O)[C@]12CCCCC=C1N(Cc1ccco1)C(=O)[C@H](CC(=O)NCC1CCCCC1)C2 | 1%
Cn1c(Cn2c(=O)sc3ccccc32)nnc1SCC(=O)Nc1ccccc1F | 5%
Cc1ccccc1NC(=O)COc1ccccc1C | -23%
